# Assay outcomes (PubChem BioAssay)
# LANA DNA inh – inhibitors of KSHV C-LANA binding to DNA, primary screen, biochemical, fluorescence polarization, FAM-LBS DNA, MBP-C-LANA, single point; inhibition, % at 9 µM; hit rate 0.078% among 340,000; AID 504423, 2011; Kaposi's sarcoma herpesvirus LANA C-terminal domain (residues 932-1162) DNA binding;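 active = highest replicate inhibition at or above 60% at 9 µM, even if other replicates fall short; inactive = all replicates below 60% inhibition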;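 note: 0% = neutral control wells and 100% = 4 µM acridine orange control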
# DSG3 Ab inh – inhibitors of pemphigus antibody binding to DSG3, primary screen, biochemical, bead-based, flow cytometry, scFv-GFP; DSG3-coupled beads, scFv-anti-DSG3-GFP binding; stronger effect = lower value; binding (percent of control), % at 10 µM; hit rate 0.48% among 310,000; AID 588358, 2011;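 active = binding more than 3 SD below its plate's average and above zero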; note: some compounds called inactive have numbers as strong as hits
# V-ATPase pH – regulators of yeast V-ATPase proton pumping, primary screen, pHLuorin cytosolic pH fluorescence. S. cerevisiae. response, % at 10 µM. hit rate 0.37% among 350,000; in the data active = response mostly above about 7.3%, no sharp cut-off; inactive = mostly below about 5.4%; note: actives read high; inactives centre near 0; some compounds called inactive have numbers as strong as hits
# DAGLB inh – DAGLB lipase inhibitors, primary screen, biochemical, fluorescence, HTS | hit rate 0.059% among 340,000 | inhibition, % at 5.17 µM | Diacylglycerol lipase-beta (Homo sapiens), Q8NCG7 | AID 504411, 2011 | HEK293T DAGLB membrane lysate, EnzChek fluorogenic substrate; in the data active = inhibition above about 34%;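 note: 0% = enzyme with vehicle and 100% = wells lacking enzyme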
# CAL PDZ FP-1 – untagged CAL PDZ binding inhibitors, primary screen, biochemical, fluorescence polarization, HTS; AID 602252, 2012; Golgi-associated PDZ and coiled-coil motif-containing protein (Homo sapiens), Q9HD26; inhibition, % at 24.9 µM; hit rate 0.92% among 300,000; purified CAL PDZ, TMR-peptide fluorescence polarization, 1 h;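 active = mean inhibition of at least 30% with at least half of replicates also reaching 30%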;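 note: 0% = DMSO neutral control and 100% = excess unlabeled competitor peptide PRC23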
# NSD2 HMT inh – NSD2 histone methyltransferase inhibitors, primary screen, biochemical, AlphaScreen, single concentration, set 2; Histone-lysine N-methyltransferase NSD2 (Homo sapiens), O96028; inhibition, % at 12.5 µM; hit rate 0.54% among 310,000; NSD2 peptide methylation, 120 min; in the data active = inhibition above about 50%
# CAL PDZ FP-2 – CAL PDZ peptide-binding inhibitors, primary screen, biochemical, fluorescence polarization, Cer-tagged CAL PDZ, HTS; AID 504414, 2011; purified CAL PDZ, TMR-peptide fluorescence polarization, 1 h; hit rate 0.02% among 330,000; inhibition, % at 20 µM; Golgi-associated PDZ and coiled-coil motif-containing protein (Homo sapiens), Q9HD26;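 active = highest replicate inhibition of at least 40%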;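 note: plate controls were DMSO neutral control wells for no effect and unlabeled competitor peptide control wells for full effect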
#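 Control set: unlabelled peptide and DMSO controls / Material: purified CerCALP PDZ construct / Timing: 1 h incubation at room temperature before polarization reading / Doses: 20 µM, one dose / Detection: fluorescence polarization (mP)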
# Arr AP2 block – inhibitors of beta-arrestin/AP2 binding, primary screen, biochemical, GPCR trafficking, flow cytometry | beta-arrestin 1 C-terminal peptide binding to AP2 beta2-adaptin appendage (human) | FITC-arrestin peptide / GST-AP2 beads; AP2 beta2 appendage carries R879A mutation | inhibition, % at 10 µM | hit rate 0.31% among 340,000;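 active = inhibition above a set limit, near 3 SD of compounds lacking own fluorescence, cut at about 54% in these data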;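 note: plate controls were DMSO wells for no effect and 5 µM unlabelled arrestin peptide for full effect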
#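 System: GST-AP2 R879A bound to glutathione beads, E. coli-expressed. Also added: 50 nM FITC-arrestin peptide. Schedule: compound with beads 12 min RT, then probe 1 h RT. Signal: bead flow cytometry, FITC channel. Read-out basis: percent response.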
# Keap1 Nrf2 FP – Keap1-Nrf2 protein-protein interaction inhibitors, primary screen, biochemical, fluorescence polarization, single point; hit rate 0.15% among 340,000; inhibition, % at 9.4 µM; Keap1 Kelch-Nrf2 peptide fluorescence polarization, 1536-well; Kelch-like ECH-associated protein 1 (Homo sapiens), Q14145; in the data active = inhibition above about 12%;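 note: human Keap1 Kelch domain with fluorescein labeled Nrf2 9mer peptide probe; 0% = neutral control wells and 100% = peptide positive control; higher means more block of Keap1 binding to Nrf2 peptide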
# Target sequence (Q14145 whole entry, looked up, the tested form may be a part): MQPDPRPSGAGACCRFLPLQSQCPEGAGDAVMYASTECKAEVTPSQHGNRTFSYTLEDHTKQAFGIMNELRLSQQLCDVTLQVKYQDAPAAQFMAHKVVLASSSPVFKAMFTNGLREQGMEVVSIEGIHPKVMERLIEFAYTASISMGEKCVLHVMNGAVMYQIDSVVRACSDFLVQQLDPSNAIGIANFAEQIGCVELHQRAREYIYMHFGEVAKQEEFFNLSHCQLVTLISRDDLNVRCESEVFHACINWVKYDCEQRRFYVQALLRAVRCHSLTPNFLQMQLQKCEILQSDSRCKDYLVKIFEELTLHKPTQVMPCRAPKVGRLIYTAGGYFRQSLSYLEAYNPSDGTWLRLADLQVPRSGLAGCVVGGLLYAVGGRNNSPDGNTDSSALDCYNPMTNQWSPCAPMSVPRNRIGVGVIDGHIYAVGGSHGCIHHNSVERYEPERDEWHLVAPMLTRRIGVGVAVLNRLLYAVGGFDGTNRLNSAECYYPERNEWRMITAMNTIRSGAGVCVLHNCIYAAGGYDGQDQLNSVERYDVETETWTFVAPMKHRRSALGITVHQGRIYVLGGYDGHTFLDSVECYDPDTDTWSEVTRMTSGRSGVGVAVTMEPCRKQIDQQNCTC
# Cardiac RTF inh – cardiac RTF calcium sensitivity inhibitors, primary screen, biochemical, IANBD-TnC fluorescence, EC70 calcium; IANBD-labeled cardiac RTF, Ca2+ fluorescence; inhibition, % at 7.15 µM; hit rate 0.12% among 340,000;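 active = inhibition above the mean inhibition of all tested compounds plus 3 SD, cut at about 17% in these data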;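 note: assay run at fixed EC70 calcium of 1.6 mM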
# Active calls of the source: *; . = no result given. Some of the compounds tested; rates above refer to the full screens.
# Fields – V-ATPase pH, DSG3 Ab inh, CAL PDZ FP-1, LANA DNA inh, Arr AP2 block, DAGLB inh, CAL PDZ FP-2, Keap1 Nrf2 FP, NSD2 HMT inh, Cardiac RTF inh
Cc1cc(-c2cccs2)c2c(N)c(C(=O)c3ccc4c(c3)OCO4)sc2n1
    -4, 114, 1, 13, 4, -3, 1.5, -2, -6, -20
Cc1ccc(N2C(=O)CSC2c2cccs2)cc1 (stereo not given)
    -3, 104, ., -0.2, 0, -1, -1.8, -1, ., -24
CN(CC(=O)Nc1ccc(F)cc1)C(=O)CNC(=O)C1CCCCC1
    -7, 110, -2, 0.2, 2, 3, 1.1, 4, -5, -12
CCCn1cnc2cc(NCc3cccc(OC)c3)ccc21
    -4, 103, 0, 0.2, 24, 0, -2.2, -3, 7, -4
Cc1cc(C)nc(Nc2nc(C)c3cc4c(cc3n2)OCO4)n1
    2, ., ., 1.3, 12, -5, -0.6, -5, -3, 7
COc1cc2c(cc1OC)CN(CC(=O)Nc1ccccc1C#N)CC2
    4, ., 7, 0.1, -6, 1, -2.9, -4, -1, 7
O=c1cc(CSc2ccc(S(=O)(=O)N3CCCCC3)cn2)nc2sccn12
    -1, 100, -1, 0.4, 7, -3, ., -5, -3, -19
FC(F)(F)c1cccc(N2CCN(Cc3cccnc3)CC2)c1
    -2, 101, 0, -2.1, 18, -5, -0.4, 5, 4, -1
O=C(NCC(=O)N(Cc1cccs1)C(C(=O)NC1CCCCC1)c1cccnc1)c1ccco1 (stereo not given)
    1, 133, ., 0.9, 5, -2, -0.1, -4, -3, -6
Cc1ccc(C)c(-n2c3nc(=O)[nH]c(=O)c-3cc3cc([N+](=O)[O-])ccc32)c1
    -7, 118, -3, 8.2, 21, 26, -1.8, 6, 60*, -16
O=[N+]([O-])c1ccc(O)c(/C=N/n2cnnc2)c1
    1, 95, -1, 0.7, 19, 1, -0.8, -3, 0, 5
Cc1cc(NC(=O)CSc2nnc(CNC(=O)c3c(F)cccc3F)o2)no1
    4, 106, -1, 4.5, -5, -2, -2.4, 0, ., -5
Cc1ccc(CNC(=O)c2ccc(S(=O)(=O)N3CCCCC3)cc2)cc1
    5, 95, 1, -1.4, 13, 1, -2.2, -8, -5, -9
CCOC(=O)/C=C1\SCC(=O)N1CC(=O)NC12CC3CC(CC(C3)C1)C2
    0, 105, ., -1.7, 13, -2, -1.1, 2, -1, -2
COC(=O)C(NC(C)=O)(Nc1ccccc1)C(=O)OC
    -3, ., 1, -0.5, 13, 0, ., 0, -3, 1

# An excerpt from above in order of the Cardiac RTF inh value, ascending.
# Fields – V-ATPase pH, DSG3 Ab inh, CAL PDZ FP-1, LANA DNA inh, Arr AP2 block, DAGLB inh, CAL PDZ FP-2, Keap1 Nrf2 FP, NSD2 HMT inh, Cardiac RTF inh
Cc1cc(-c2cccs2)c2c(N)c(C(=O)c3ccc4c(c3)OCO4)sc2n1
    -4, 114, 1, 13, 4, -3, 1.5, -2, -6, -20
FC(F)(F)c1cccc(N2CCN(Cc3cccnc3)CC2)c1
    -2, 101, 0, -2.1, 18, -5, -0.4, 5, 4, -1
O=[N+]([O-])c1ccc(O)c(/C=N/n2cnnc2)c1
    1, 95, -1, 0.7, 19, 1, -0.8, -3, 0, 5

# The listing picks up, repeating the 3 entries before the break.
# Fields – V-ATPase pH, DSG3 Ab inh, CAL PDZ FP-1, LANA DNA inh, Arr AP2 block, DAGLB inh, CAL PDZ FP-2, Keap1 Nrf2 FP, NSD2 HMT inh, Cardiac RTF inh
Cc1ccc(CNC(=O)c2ccc(S(=O)(=O)N3CCCCC3)cc2)cc1
    5, 95, 1, -1.4, 13, 1, -2.2, -8, -5, -9
CCOC(=O)/C=C1\SCC(=O)N1CC(=O)NC12CC3CC(CC(C3)C1)C2
    0, 105, ., -1.7, 13, -2, -1.1, 2, -1, -2
COC(=O)C(NC(C)=O)(Nc1ccccc1)C(=O)OC
    -3, ., 1, -0.5, 13, 0, ., 0, -3, 1
O=C1CC(c2ccc(F)cc2)Cc2nc(N3CCOCC3)ncc21 (stereo not given)
    -6, 111, ., 0.4, 23, -12, 1.4, 2, -4, -1
C/C(=N\NC(=O)Cn1nnc2ccccc21)c1ccco1
    5, 108, ., -0.2, 10, 0, 0.2, -4, 0, -6
C=CCN(C(=O)CNC(=O)c1ccco1)C(C(=O)NC1CCCC1)c1cccs1 (stereo not given)
    -1, 103, 2, -0.6, 9, 2, -0.4, -4, -1, 1
CN(C(=O)c1ccccc1)c1ccccc1C(=O)NCCc1ccccc1
    -1, 106, 3, -0.2, 0, 2, -1.9, 0, 0, -2
CN(C)S(=O)(=O)c1ccc(N2CCCC2)c(C(=O)NCc2cccc(C(F)(F)F)c2)c1
    1, 93, -1, 2.0, -9, -3, -1.3, -2, 2, 5
COc1ccccc1N1CCN(S(=O)(=O)c2c(C)sc3ncn(CC(=O)NCCN(C)C)c(=O)c23)CC1
    -2, 100, -1, 2.4, 15, 1, -2.5, -2, -5, -2
Cc1ccc(NC(=O)COc2cccc(/C=C3\SC(=S)N(CCC(=O)O)C3=O)c2)cc1Cl
    2, 97, -5, 2.8, 33, 8, -1.7, 2, 0, -5
C/[N+]([O-])=C\CC(=O)c1ccc(-c2ccccc2)cc1
    0, 100, 2, 0.3, 8, 9, -0.2, 4, 2, -7
CCc1nc(C)cn1S(=O)(=O)c1cc(F)ccc1OC
    1, 100, -2, 1.0, 3, -1, 1.5, -5, 3, -6
O=C(OCCN1CCCCC1)c1ccc(Cl)cc1
    -1, 111, -2, -1.0, 7, -2, -0.1, -1, -1, -3
CC(=O)C1=C(O)C(=O)N(CCc2c[nH]c3ccccc23)C1c1cccc(O)c1 (stereo not given)
    2, ., -4, -0.4, 25, 2, 0.5, 3, -2, 13
COc1cc2c(C(=O)NCc3ccccn3)cn(CC(C)C)c(=O)c2cc1OC
    -1, 96, -7, -1.9, -1, -2, -1.4, 2, ., 0
NS(=O)(=O)c1ccc(CCNC(=S)NC2CCCCC2)cc1
    -2, 100, 0, -1.3, 1, 1, -0.4, -4, -2, 8
CCCOC(=O)C1C2C=CC(C2)C1C(=O)OCC(=O)c1ccccc1 (stereo not given)
    -4, 99, -3, 0.5, 11, -2, -1.7, -2, -1, -6
CC(C)CNc1ncnc2c1cnn2Cc1ccc(Cl)cc1
    3, 106, ., ., -2, ., ., ., -1, .

# Next entries
# Fields – V-ATPase pH, DSG3 Ab inh, CAL PDZ FP-1, LANA DNA inh, Arr AP2 block, DAGLB inh, CAL PDZ FP-2, Keap1 Nrf2 FP, NSD2 HMT inh, Cardiac RTF inh
Cc1ccccc1CNS(=O)(=O)c1c(C(=O)N2CCCC2)c(C)n(C)c1C
    0, ., -4, 1.3, 27, 1, -3.5, 2, -2, -9
CCC(C)NC(=O)c1ccccc1SC (stereo not given)
    -1, 106, -4, -1.8, 1, -5, -7.7, -9, -4, -5
CC1(C2CCCC2)NC(=O)NC1=O (stereo not given)
    -2, 125, -2, -1.8, 16, 13, 0.1, -5, 0, 8
COc1cc(NC(=S)NCc2cccnc2)cc(OC)c1
    -1, 95, 0, -0.2, 8, 0, -0.8, -3, 0, 9
CCc1noc(C)c1C(=O)Nc1nnc(CC(C)C)s1
    0, 112, -4, 0.8, -8, 1, -0.2, 0, -1, 2
Oc1ccccc1Nc1ncnc2c1oc1ccccc12
    2, 114, -2, -1.8, 7, 2, 1.0, -2, 3, 6
Cc1cccc(N=C2SC(C)CN2C(=O)CN2C(=O)NC3(CCCC3)C2=O)c1 (stereo not given)
    -1, 108, -3, 0.7, 4, -2, -2.2, -1, -5, -1
Cc1sc2nc(C(C)C)nc(SCC(=O)N3CCOCC3)c2c1C
    -2, ., ., -0.4, -20, -2, -2.0, 1, 1, 5
CC(=O)Nc1ccc(S(=O)(=O)N2CCN(c3ccc([N+](=O)[O-])c(NCCN4CCOCC4)c3)CC2)cc1
    -1, 107, -5, -1.4, 5, 5, -0.8, 3, 1, -13
O=C(NCCC1CCCCN1S(=O)(=O)c1ccc(F)cc1)C(=O)Nc1ccccc1F (stereo not given)
    0, 105, ., 0.1, -2, -2, 0.5, -1, 2, -5
c1ccc(OCc2noc(CN3CC[C@@H]4CCCC[C@H]4C3)n2)cc1
    0, 89, -1, 2.3, -3, -8, -2.6, 4, -2, -9
COc1ccc(S(=O)(=O)c2c(C)c(NS(=O)(=O)c3ccccc3)cc(C)c2O)cc1
    0, 101, -4, 4.3, 23, -3, -0.7, 3, -3, -4
CCc1nnc(NC(=O)CSc2nnc(-c3ccncc3)n2C)s1
    8, 106, -10, -2.2, -5, -1, -0.7, 4, 4, -2
NS(=O)(=O)c1ccc(CCNC(=O)CSc2nc3ccsc3c(=O)n2CC2CCC(C(=O)O)CC2)cc1 (stereo not given)
    -2, 98, 3, 0.8, -12, -1, 0.4, -2, 0, -3
COc1ccc(-c2ccnc3nc(N4CCOCC4)nn23)cc1
    -6, 97, -6, 1.4, 8, 1, -1.5, -7, 2, -4

# The listing continues.
# Fields – V-ATPase pH, DSG3 Ab inh, CAL PDZ FP-1, LANA DNA inh, Arr AP2 block, DAGLB inh, CAL PDZ FP-2, Keap1 Nrf2 FP, NSD2 HMT inh, Cardiac RTF inh
NC(=O)COC(=O)c1ccc(Oc2ccccc2)cc1
    4, ., 0, 0.3, -12, 1, ., -1, 6, 2
Cc1nn(C)c(C)c1NC(=O)COc1ccc(F)cc1Br
    -4, 98, 0, -0.3, 5, -3, 0.2, -2, -2, -2
Cn1c(COc2ccccc2)nnc1SCC(=O)Nc1nnc(C2CC2)s1
    0, 101, ., 0.5, -3, 2, -0.7, -5, ., -19
Cc1ccc(-n2c(SCC(N)=O)nnc2-c2cnccn2)cc1
    -2, 105, ., ., 33, ., ., ., -1, .
COc1ccc(CCNS(=O)(=O)c2cc(/C=C/C(=O)O)ccc2C)cc1OC
    -1, 105, 4, -0.1, 28, -2, -0.7, 1, 4, -3
COc1ccc(OC)c(Nc2nc(N)nc(CCl)n2)c1
    1, 105, ., 0.8, 9, 0, 0.0, -1, 2, 0
CCOc1ccc(C(=O)Nc2cccc3ncccc23)cc1Br
    5, ., ., -0.3, 5, 0, -2.1, -4, -4, -2
Cc1ccc(C(O)Cn2nc(C)cc2C)cc1 (stereo not given)
    -2, 102, -2, -0.3, 0, -1, -2.8, -5, ., -6
